PPARg SRC-1 ag: agonists of human PPARgamma SRC-1 coactivator recruitment | 0.41% of 200,000 active | P37231 | PPARgamma-SRC-1 coactivator recruitment biochemical assay | activation, % at 8 µM; in the data active = activation above about 19%;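 note: 0% = DMSO and 100% = reference agonist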
STAT3 act: activators of IL-6 induced STAT3 signaling. U3A cells, IL-6 STAT3-luciferase reporter, luminescence; 100% = signal with IL-6 EC80 alone. activation (% of control), % at 5.6 µM. 0.91% of 190,000 active. AID 871;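 active = activation above the screen-wide mean of compound activation plus 3 SD, cut at about 130% in these data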;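 note: 0% = background luminescence of wells with medium and substrate only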
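Test system: human U3A cells carrying STAT3-luciferase construct; control set: IL-6-only wells as 100% reference; timing: compound pre-incubation 1 h before IL-6, then 6 h stimulation at 37 °C; also added: IL-6 stimulus at 33 ng/mL final; evaluation: % activation versus median of IL-6-stimulated wells; detection: reporter luminescence signal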
SRC2 TRFRET art: flags TR-FRET format artefacts in PPARgamma SRC-2 recruitment agonist screen; TR-FRET artefact counter-screen; stronger effect = higher value; TR-FRET ratio at 8 µM; 0.4% of 200,000 active; AID 1049; in the data active = TR-FRET ratio above about 2000; note: inactives centre near 1500
PPARg SRC3 recr: promotes SRC-3 coactivator recruitment by human PPARgamma. P37231. biochemical PPARgamma/SRC-3 coactivator recruitment assay. activation, % at 8 µM. 0.26% of 200,000 active; in the data active = activation above about 23%;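 note: 0% = DMSO and 100% = reference agonist; some compounds past the cut are filed as inactive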
STAT3 inh: inhibitors of IL-6 induced STAT3 signaling. inhibition, % at 5.5 µM. 0.89% of 190,000 active. U3A cells, IL-6 STAT3-luciferase reporter, luminescence; host cell line lacks STAT1;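 active = inhibition above the mean inhibition across all screened compounds plus 3 SD, cut at about 44% in these data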;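 note: 0% = DMSO only wells and 100% = 100 µM nifuroxazide control wells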
bIAP activator: intestinal alkaline phosphatase (bovine) activation; purified bovine IAP, CDP-star luminescence, 30 min; stronger effect = higher value; fold of DMSO-control signal, blank-subtracted; activation factor at 20 µM; 0.17% of 200,000 active;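 active = activation factor of 2 or more at 20 µM, a signal rise over negative controls twice the positive control's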
ROMK primary: modulators of human ROMK potassium channel; Tet-inducible ROMK, thallium flux fluorescence; actives lie on both sides; P48048; 2% of 130,000 active; B-score at 10 µM; AID 1918;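 active = signal ratio slope over the read window, or its plate-corrected B-score, at least 3 SD from the plate mean, either direction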;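 note: B-score of the F/F0 ratio slope over 7 to 12 s after thallium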
Target sequence (P48048 whole entry, looked up): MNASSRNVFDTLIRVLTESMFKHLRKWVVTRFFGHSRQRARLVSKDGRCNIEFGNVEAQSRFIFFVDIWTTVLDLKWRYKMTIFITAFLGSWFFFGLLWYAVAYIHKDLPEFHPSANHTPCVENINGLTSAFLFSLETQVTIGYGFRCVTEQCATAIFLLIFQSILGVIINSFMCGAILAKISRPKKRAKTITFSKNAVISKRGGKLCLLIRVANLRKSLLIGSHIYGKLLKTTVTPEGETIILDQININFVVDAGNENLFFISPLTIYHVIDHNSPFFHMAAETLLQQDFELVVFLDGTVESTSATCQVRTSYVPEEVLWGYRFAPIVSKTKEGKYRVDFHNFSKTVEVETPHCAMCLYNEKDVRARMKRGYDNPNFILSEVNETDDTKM
TNAP act hi DEA: activators of human TNAP at high phosphate acceptor concentration; AID 1136; purified TNAP, CDP-star luminescence, 1 M DEA, 30 min; stronger effect = higher value; 0 = EDTA background, 1 = DMSO-only activity; 200,000 tested, under 10 active; activation factor at 20 µM;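 active = activation factor at least 2 at 20 µM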
Target sequence (P05186 whole entry, looked up): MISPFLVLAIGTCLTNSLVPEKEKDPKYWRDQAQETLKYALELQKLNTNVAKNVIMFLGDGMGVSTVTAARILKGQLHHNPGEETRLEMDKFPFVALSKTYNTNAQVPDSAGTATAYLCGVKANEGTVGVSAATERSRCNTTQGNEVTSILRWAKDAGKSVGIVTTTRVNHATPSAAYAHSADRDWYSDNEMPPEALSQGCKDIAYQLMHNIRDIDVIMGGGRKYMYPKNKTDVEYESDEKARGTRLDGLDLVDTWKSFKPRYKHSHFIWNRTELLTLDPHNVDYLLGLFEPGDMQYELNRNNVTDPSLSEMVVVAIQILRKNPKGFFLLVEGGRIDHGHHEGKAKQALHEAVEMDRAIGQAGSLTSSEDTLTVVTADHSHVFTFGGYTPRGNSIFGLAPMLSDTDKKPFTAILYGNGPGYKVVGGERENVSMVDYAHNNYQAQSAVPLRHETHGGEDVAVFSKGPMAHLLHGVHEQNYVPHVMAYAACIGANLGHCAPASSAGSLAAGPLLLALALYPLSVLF
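Control set: EDTA negative control, DMSO positive control / Assay system: human TNAP / Quantity: TNAP 1/800 final / Evaluation: TNAP activation factor scaled between EDTA and DMSO control wells / Measured by: luminescent substrate turnover signal / Compound dosing: one dose, 20 µM / Times: 30 min enzyme reaction at room temperature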
STAT1 blocker: reduces IFN-gamma driven STAT1 reporter signal; NIH 3T3 STAT1-luciferase reporter, luminescence; inhibition, % at 5.5 µM; 0.35% of 200,000 active;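 active = inhibition above a set limit, the mean inhibition across all tested compounds plus 3 SD, cut at about 34% in these data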;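 note: 0% = IFN-gamma with DMSO and 100% = IFN-gamma with 300 µM nifuroxazide; values of inactives mirror those of a sister screen read the other way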
bIAP inhibitor: blocks bovine intestinal alkaline phosphatase activity | 190,000 tested, under 10 active | purified bovine IAP, CDP-star luminescence, 30 min | inhibition, % at 20 µM;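 active = over 50% inhibition of intestinal alkaline phosphatase at 20 µM in the single-dose screen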
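Incubation: 30 min reaction at room temperature / Material: purified bovine intestinal alkaline phosphatase (IAP) enzyme / Input: enzyme at 1/65,000,000 dilution / Dosing: 20 µM single dose / Signal: CDP-star luminescence signal / Reagent: CDP-star chemiluminescent phosphatase substrate, 30 µM final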
PPARg SRC-2 ag: promotes SRC-2 coactivator recruitment by human PPARgamma | P37231 | PPARgamma LBD-SRC-2 recruitment, biochemical | activation, % at 8 µM | 0.34% of 200,000 active | AID 1032; in the data active = activation above about 22%;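 note: 0% = vehicle and 100% = reference agonist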
The depositor's hits bear a star; x = no result given.

SMILES	PPARg SRC-1 ag	STAT3 act	SRC2 TRFRET art	PPARg SRC3 recr	STAT3 inh	bIAP activator	ROMK primary	TNAP act hi DEA	STAT1 blocker	bIAP inhibitor	PPARg SRC-2 ag
Cc1cc(Cl)ccc1OCCCC(=O)NCc1ccccn1	-1	100	1539	0	3	1	-0.0036	1	-1	4	-13
COc1ccc(CCNC(=O)COC(=O)Cn2cnc3ccccc32)cc1OC	1	104	1615	0	-4	1	-0.26	1	2	0	-7
CCCCN(C)C(=O)c1oc2ccc(S(=O)(=O)N3CCCCCC3)cc2c1C	10	92	1655	7	14	1	x	0.9	2	-5	10
CCc1cc(CNC(=O)CCc2nnc(CCCc3ccccc3)o2)on1	-6	111	1522	4	-10	1	0.094	1	-65	-5	2
CCc1nnc(NC(=O)C2Cc3ccccc3CN2S(=O)(=O)c2ccc(C)cc2)s1 (centres undefined)	-4	103	1508	-6	1	1	x	1	-22	-4	5
CC/C(O)=C(\C#N)c1nnc2n1CCCCC2	-3	100	1459	5	2	1	x	1	-4	1	-1
C/C(=N\NC(=O)c1cccnc1)c1ccc(-n2ccnc2)cc1	1	98	1588	7	8	1.1	1.2	1	0	-11	7
COc1ccc(N=C2S/C(=C\c3ccco3)C(=O)N2CC(C)C)cc1	0	107	1489	-3	-1	1	x	0.9	-4	1	-2
N#C/C(=C\c1ccc(-c2ccc([N+](=O)[O-])cc2Br)o1)C(=O)N1CCN(c2ccccc2)CC1	-1	102	1323	-8	1	0.9	x	1	-3	6	4
COCCn1nnnc1CN1CCN(c2cccc(C(F)(F)F)c2)CC1	7	104	1512	-7	-1	1.1	x	1	-3	-7	4
COc1ccc(C2C3=C(CC(C)(C)CC3=O)Oc3ncn(CCO)c(=N)c32)cc1OC (centres undefined)	-4	95	1367	1	6	1.1	0.72	1	1	-5	-5
Cn1ncc2c1ncn1nc(COc3ccc4ccccc4c3)nc21	3	98	1517	1	10	1	0.11	1	-4	4	-3
Cc1ccc(NC(=O)CCC(=O)NNC(=O)/C=C/C(=O)O)c(C)c1	6	98	1453	-4	8	1	x	1	11	-2	2
O=C(Nc1ccccc1)c1ccc(NCC2CCCO2)c(S(=O)(=O)N2CCOCC2)c1 (centres undefined)	6	100	1599	2	5	0.9	x	1.1	2	11	9
CCCC(NC(=O)c1c(C)noc1C)C12CC3CC(CC(C3)C1)C2 (centres undefined)	-3	102	1552	-3	-2	0.9	x	1	2	10	-2

Three entries from above in a different format.
| SMILES | PPARg SRC-1 ag | STAT3 act | SRC2 TRFRET art | PPARg SRC3 recr | STAT3 inh | bIAP activator | ROMK primary | TNAP act hi DEA | STAT1 blocker | bIAP inhibitor | PPARg SRC-2 ag |
| --- | --- | --- | --- | --- | --- | --- | --- | --- | --- | --- | --- |
| CCc1nnc(NC(=O)C2Cc3ccccc3CN2S(=O)(=O)c2ccc(C)cc2)s1 (centres undefined) | -4 | 103 | 1508 | -6 | 1 | 1 | x | 1 | -22 | -4 | 5 |
| CCCCN(C)C(=O)c1oc2ccc(S(=O)(=O)N3CCCCCC3)cc2c1C | 10 | 92 | 1655 | 7 | 14 | 1 | x | 0.9 | 2 | -5 | 10 |
| COCCn1nnnc1CN1CCN(c2cccc(C(F)(F)F)c2)CC1 | 7 | 104 | 1512 | -7 | -1 | 1.1 | x | 1 | -3 | -7 | 4 |

New compounds follow.
SMILES	PPARg SRC-1 ag	STAT3 act	SRC2 TRFRET art	PPARg SRC3 recr	STAT3 inh	bIAP activator	ROMK primary	TNAP act hi DEA	STAT1 blocker	bIAP inhibitor	PPARg SRC-2 ag
O=C(O)c1ccc(N=NN2CCCCCC2)cc1	-5	105	1639	0	-9	0.8	-0.23	1	-64	19	-9
CC(C)CN(C(=O)CCc1ccccc1)c1c(N)n(CC(C)C)c(=O)[nH]c1=O	-3	104	1538	2	-6	0.9	0.082	1	-2	14	6
CNC(=O)c1nc(C)n(-c2cc(Cl)ccc2Cl)n1	5	99	1419	5	8	0.9	x	1.1	6	8	13
CCOc1ccc(C(=O)N2CCN(c3ccccc3)CC2)cc1OCC	-6	105	1275	-4	0	1	x	1	-8	-1	2
Cc1ccc(C(=O)N2CCN(c3cc(=O)[nH]nc3-c3ccccc3)CC2)cc1	1	103	1549	-3	-1	0.9	x	1	-1	6	2
O=C(NCC(=O)N(c1cccnc1)C(C(=O)NC1CCCC1)c1ccccc1)c1ccco1 (centres undefined)	-6	102	1572	0	1	1	x	1	-1	1	-4
NCCNc1ccc([N+](=O)[O-])c(Sc2nc3ccccc3[nH]2)c1	-3	122	1674	5	-31	0.9	0.12	0.9	3	7	17
COc1ccc(CC(=O)NNC(=O)CCc2ccccc2)cc1	5	97	1794	4	8	1.2	-0.049	1	7	-23	21
COc1ccc(/C(O)=C2\C(=O)C(=O)N(CCN(C)C)C2c2cccc(OC)c2OC)cc1Cl (centres undefined)	3	110	1449	-8	-11	1	1.5	1.1	8	-2	4
Cc1nc2ccccn2c1C(=O)NC1CCCc2ccccc21 (centres undefined)	12	58	1593	3	53*	1	-0.077	1	21	1	9
O=C(CCCC(=O)OCC(=O)NC1CCCC1)Nc1ccccn1	9	103	1717	16	2	1	x	1.1	0	2	5
O=C(NCCCCCCNC(=O)NCc1ccco1)NCc1ccco1	3	104	1469	15	-8	0.7	0.14	1	0	28	4
COc1cc(C(=O)NCc2ccc3c(c2)OCO3)ccc1OCc1c(C)noc1C	5	97	1774	20	7	0.9	x	1.1	-1	5	25*
CCCCOC(=O)Nc1ccc(C(=O)OC)cc1	-3	94	1713	-1	9	0.7	x	1	-27	26	7
Cc1ccccc1NC(=O)Cc1nc(CCl)cs1	11	92	1580	3	8	0.9	-0.25	1	3	9	12

The final two compounds of the section above open the next one.
SMILES	PPARg SRC-1 ag	STAT3 act	SRC2 TRFRET art	PPARg SRC3 recr	STAT3 inh	bIAP activator	ROMK primary	TNAP act hi DEA	STAT1 blocker	bIAP inhibitor	PPARg SRC-2 ag
CCCCOC(=O)Nc1ccc(C(=O)OC)cc1	-3	94	1713	-1	9	0.7	x	1	-27	26	7
Cc1ccccc1NC(=O)Cc1nc(CCl)cs1	11	92	1580	3	8	0.9	-0.25	1	3	9	12
Cc1ccccc1CN(c1ccc(C(=O)NCCC2=CCCCC2)cc1)S(C)(=O)=O	4	97	1453	7	6	0.9	x	1	-3	5	9
O=C(NCCO)c1cccc2c1C(=O)c1ccccc1-2	4	83	1486	-4	23	0.8	0.32	1.1	1	16	5
Cc1ccc(-c2ccc(=O)n(CC(=O)NCCN(C)C)n2)cc1	-1	96	1365	-7	13	1	x	1	-7	-4	-4
CC(NC(=S)NCCN1CCOCC1)C12CC3CC(CC(C3)C1)C2 (centres undefined)	17	107	1560	6	-6	0.8	-0.9	1	-8	15	4
COc1cccc(NC(=O)CN(C)C(C)C(=O)Nc2cc([N+](=O)[O-])ccc2Cl)c1 (centres undefined)	10	108	1856	3	-9	1	-2	1	3	-2	5
O=C(COC(=O)c1ccccn1)Nc1ccc(S(=O)(=O)N2CCOCC2)cc1	6	98	1499	-5	7	0.8	x	1	5	16	0
CCN1C2=NCCCN2c2ccccc21	9	102	1472	2	2	1	x	1.1	-1	2	2
CCn1c2ccccc2c2nnc(SCC(=O)Nc3ccc4c(c3)OCO4)nc21	-3	103	1520	3	4	0.9	x	1	-6	6	6
O=S(CCc1ccncc1)Cc1ccccc1 (centres undefined)	-3	99	1354	0	6	0.9	0.55	1.1	9	11	1
COc1ccc(/C=N/NC(=O)Cn2nnc3ccccc32)cc1OC	3	101	1509	0	0	1	x	1	-10	1	1
O=C(CNS(=O)(=O)c1cccs1)N1CCc2ccccc2C1	-1	109	1453	-6	-6	0.8	-0.085	1	-13	15	7
COc1ccc(C2SCC(=O)N2CC23CC4CC(CC(C4)C2)C3)cc1 (centres undefined)	6	95	1430	-2	4	0.9	-0.24	1.1	3	14	-3
COc1ccc(N2CC(NC(=O)NCCC(C)C)CC2=O)cc1 (centres undefined)	12	88	1658	0	18	1.5	x	1	-6	-54	4
C=C(C)c1cccc(C(C)(C)NC(=O)N2CCN(CC(N)=O)CC2)c1	1	94	1525	5	10	0.9	0.63	1	1	6	7
COc1ccc(/C=N/NC(=O)CN2CCSCC2)c(OC)c1	-3	100	1494	4	3	1.1	x	1	-6	-12	6
Cc1ccc(-c2nnn(Cc3nc4ccccc4s3)n2)cc1	4	99	1615	-2	6	0.9	x	1.1	6	10	5
CCOC(=O)C(=O)Nc1cc(Cl)ccc1C	8	100	1666	1	-2	1.2	0.56	1	8	-22	3
O=C(CSc1ncn[nH]1)c1ccco1	2	109	1308	0	-9	0.9	x	1	4	10	13
CC(=O)CC(=O)Nc1ccc(Cl)cn1	4	105	1355	-2	-4	1	-0.038	1	-2	5	-5
COC(=O)Cn1c(C)nc2c(sc3nc(C)cc(C)c32)c1=O	-2	97	1520	1	8	0.9	x	1	-45	13	10
Cc1onc(-c2ccccc2Cl)c1C(=O)NCc1ccc(N2CCCC2=O)cc1	-3	98	1538	3	7	1	x	1	6	-1	7
CCn1ccnc1CNCc1ccc(OCC(O)CN(C)Cc2ccccc2)cc1 (centres undefined)	8	102	1508	-1	3	1.6	0.089	1	-7	-61	-1
COc1ccc2cc3c(N)nn(C(=O)Cc4ccccc4OC)c3nc2c1	-5	119	1745	12	-13	0.9	x	1.1	-6	7	8
COC(=O)c1sccc1NC(=O)c1cc(-c2ccc(C)cc2)nc2ccccc12	1	109	1550	7	-2	1	0.26	1	2	3	3
Cc1cc(CN2CCCC(CNC(=O)c3ccc(F)cc3)C2)cc(C)c1O (centres undefined)	0	101	1685	1	4	1.1	-0.65	1.1	6	-7	6
Cc1cc(=O)c2ccc(Cl)cc2[nH]1	3	102	1449	1	-5	1	-0.32	1.1	-7	1	7
O=C(CSc1nc2ccccc2s1)Nc1cc(C(=O)O)cc(C(=O)O)c1	-2	120	1464	4	-21	1.1	x	1	-6	-8	-2
CCOC(=O)c1ccc(CNCc2ccc(C)cc2)cc1	-3	83	1568	5	22	0.8	-0.94	1	9	21	13
CCN(CCCNC(=O)CC1Oc2ccc(C)cc2NC1=O)Cc1ccccc1 (centres undefined)	5	96	1565	4	6	1	x	1	4	0	7
CC(C)(C)OC(=O)NCC(=O)N1CCC(C(=O)O)CC1	8	102	1617	-1	0	0.9	x	1.1	-6	6	8
CCN(CC)c1ccc(C(=O)c2cnc(/N=C/N(C)C)s2)cc1	6	103	1713	2	1	0.9	-1.3	0.9	-19	12	7
O=C(c1cnn2c(C(F)F)cc(-c3ccccc3)nc12)N1CCc2ccccc2C1	3	89	1646	1	15	1.1	-0.71	1	-11	-8	13
Cc1cc(NC(=O)CSc2ccc(F)cc2)no1	-2	95	1523	-2	13	0.7	-0.24	1	4	26	-2
O=C(c1ccc(=O)oc1)N1CCN(C(c2ccccc2)c2ccccc2)CC1	5	106	1542	-6	-6	1	-1.2	1	1	0	-1

Source: PubChem BioAssay
